# Screening data from PubChem BioAssay.
# ssDAF12 agonist: S. stercoralis DAF-12 activation, primary screen | AID 652126 | activation, % at 6.8 µM | HEK293 ssDAF-12/GRIP1 lit1-tk-luc reporter, luminescence; % of 3 µM dafachronic acid response | 370,000 compounds, 1% hits;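 active means activation above the mean over all tested compounds plus 3 SD, cut at about 0.9% in these data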;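 further: 0% = DMSO-only wells and 100% = 3 µM delta7-dafachronic acid wells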
# ADAM10 inh: inhibits human ADAM10; O14672; recombinant ADAM10, EDANS/DABCYL FRET peptide cleavage, 3 h; inhibition, % at 7 µM; 370,000 compounds, 0.62% hits;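 active means inhibition above a per-campaign cutoff equal to the mean of compounds falling between control-based bounds plus 3 SD, cut at about 20% in these data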;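 further: 0% = DMSO wells while the 100% control is not disclosed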
# Target sequence (O14672 214-748 limits assumed): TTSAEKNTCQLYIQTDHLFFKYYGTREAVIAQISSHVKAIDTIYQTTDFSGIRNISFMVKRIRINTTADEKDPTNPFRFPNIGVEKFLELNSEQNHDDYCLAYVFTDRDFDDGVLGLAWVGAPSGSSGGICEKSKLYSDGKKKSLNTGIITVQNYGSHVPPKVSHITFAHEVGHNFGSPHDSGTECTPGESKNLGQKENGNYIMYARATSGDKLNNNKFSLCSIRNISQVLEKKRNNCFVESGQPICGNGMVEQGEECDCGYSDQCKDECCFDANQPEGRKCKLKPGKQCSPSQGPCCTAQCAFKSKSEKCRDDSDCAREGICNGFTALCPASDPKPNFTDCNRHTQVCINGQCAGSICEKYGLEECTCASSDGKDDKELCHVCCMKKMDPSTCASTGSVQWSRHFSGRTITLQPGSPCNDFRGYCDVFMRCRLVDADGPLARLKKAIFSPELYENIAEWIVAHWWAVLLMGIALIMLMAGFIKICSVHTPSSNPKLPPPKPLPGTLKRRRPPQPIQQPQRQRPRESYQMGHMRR
# GC-A act: GC-A (human) enzyme activation; activation, % at 10 µM; P16066; HEK293 GC-A cells, cGMP TR-FRET, EC30 ANP; 0% at EC30 ANP, 100% saturating ANP; 370,000 compounds, 0.14% hits; in the data active means activation above about 40%
# ADAM17 inh: ADAM17 inhibition, QFRET primary screen. AID 720648. P78536. 370,000 compounds, 0.83% hits. recombinant ADAM17, EDANS/DABCYL FRET peptide cleavage. inhibition, % at 6.95 µM;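 active means inhibition above the mean of compounds lying between control limits plus 3 SD, set per campaign, cut at about 8.5% in these data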;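 further: 0% = DMSO-only wells as the low control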
# DAX1 inh-1: inhibitors of DAX1 repression of SF-1 activated StAR promoter | HEK293T StAR-luciferase reporter, SF-1/DAX-1 repression relief | inhibition, % at 6.8 µM | 370,000 compounds, 1.1% hits | AID 652010;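 active means inhibition above the mean over all tested compounds plus 3 SD, cut at about 3.6% in these data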;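 further: 0% = DAX-1 cells with DMSO and 100% = cells lacking DAX-1 with DMSO; higher inhibition means more luminescence from relief of DAX-1 repression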
# PG9 binder: binds the HIV-1 gp120 antibody PG9; 360,000 compounds, 0.43% hits; inhibition, % at 6.7 µM; TR-FRET gp120-PG9 antibody binding; in the data active means inhibition above about 8.5%
# hcDAF-12 act: H. contortus DAF-12 activation, primary screen; activation, % at 6.8 µM; 370,000 compounds, 1.4% hits; AID 652067; HEK293 hcDAF-12 lit1-tk-luc reporter, luminescence; 0% DMSO, 100% Δ7-dafachronic acid;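 active means activation above the mean of all tested compounds plus 3 SD, cut at about 5.5% in these data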;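 further: 100% = response to 3 µM Δ7-dafachronic acid high control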
# SMARCA2 activ: activators of SMARCA2 function; AID 652017; MG213 cells, MMTV-luciferase reporter, dexamethasone, overnight; activation, % at 9.1 µM; 370,000 compounds, 1% hits; in the data active means activation above about 7.8%;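 further: 0% = vehicle wells and 100% = reference activator wells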
# DAX1 inh-2: inhibits human nuclear receptor DAX1 | P51843 | AID 504766 | 340,000 compounds, 0.99% hits | inhibition, % at 6.75 µM | HEK293 Gal4-DAX1 luciferase reporter, luminescence;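 active means inhibition above the mean over all tested compounds plus 3 SD, cut at about 4.2% in these data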;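 further: 0% = DAX1-transfected cells with DMSO and 100% = empty-vector control cells with DMSO; inhibition shows as a rise in luminescence from relieved DAX1 repression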
# Target sequence (P51843 207-470 limits assumed): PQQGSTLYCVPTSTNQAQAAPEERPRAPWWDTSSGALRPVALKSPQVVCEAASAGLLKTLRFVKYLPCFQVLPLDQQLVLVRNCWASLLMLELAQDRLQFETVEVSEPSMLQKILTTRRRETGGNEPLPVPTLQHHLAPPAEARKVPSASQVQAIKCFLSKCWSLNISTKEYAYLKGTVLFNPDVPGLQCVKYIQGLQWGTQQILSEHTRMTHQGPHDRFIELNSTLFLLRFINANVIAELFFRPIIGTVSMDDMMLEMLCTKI
# hgDAF12 agonist: activates the H. glycines DAF-12 receptor ligand-binding domain; HEK293 GAL4-hgDAF12 UAS-luciferase reporter, agonist luminescence; normalized to butyrate control; activation, % at 6.8 µM; 370,000 compounds, 1.8% hits; AID 687014;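 active means activation above a cutoff set at the mean of all screened compounds plus 3 SD, cut at about 10% in these data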;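 further: 0% = DMSO wells and 100% = sodium butyrate wells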
# FXN GAA850 act: activators of GAA850 frataxin (FXN) promoter | 360,000 compounds, 0.56% hits | HEK293 lucGAA850 FXN promoter luciferase reporter, 24 h; percent of 10 µM SAHA response | activation, % at 6 µM | AID 540364;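 active means activation above the average of all compounds screened plus 3 SD, cutoff fixed separately per campaign, cut at about 7.5% in these data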;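 further: 0% = DMSO wells and 100% = 10 µM SAHA wells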
# * hit, by the source's call; i = inactive; . = not tested or not shown. Compounds as they come; any-hit rate near 6.8%.
SMILES,ssDAF12 agonist,ADAM10 inh,GC-A act,ADAM17 inh,DAX1 inh-1,PG9 binder,hcDAF-12 act,SMARCA2 activ,DAX1 inh-2,hgDAF12 agonist,FXN GAA850 act
CCOC(=O)/C(C#N)=C(\N)C(C)C(=O)Nc1ccccn1 (centres undefined),-1.3,1,2,-4,0.0,0.7,2.1,-2,0.4,-1.4,0.5
O=C(Nc1nc(-c2ccc(F)cc2)cs1)c1cnccn1,-1.2,-3,1,1,-0.2,0.4,0.8,0,-2.1,0.6,2.7
O=S(=O)(NCC1CCCO1)c1ccc(NS(=O)(=O)c2ccc(F)cc2)cc1 (centres undefined),-0.7,-1,0,0,0.0,-1.1,-2.3,-2,-0.1,-1.7,1.4
CCOc1ccc(-n2c(=O)cc(N3CCN(c4ccc(F)cc4)CC3)[nH]c2=O)cc1,-0.7,0,-1,-3,-0.4,-0.7,-1.1,-3,1.3,2.1,-2.2
Cc1ccc2nc(-c3ccccc3O)c(Nc3ccc4c(c3)OCCO4)n2c1,-1.2,-39,21,-11,-0.1,-1.2,1.6,-1,0.4,0.1,0.2
O=C(NC(NC1CCS(=O)(=O)C1)C(=O)c1cccs1)c1ccccc1 (centres undefined),-1.1,-1,2,-3,0.9,0.1,0.8,1,.,-0.4,.
CC1CN(C(=O)c2ccc(COc3ccc4ccccc4c3)o2)CC(C)O1 (centres undefined),-1.3,9,1,-2,-0.2,-0.8,-0.4,-1,0.4,0.7,1.3
O=C(c1ccc(S(=O)(=O)Cc2cc(F)ccc2F)c([N+](=O)[O-])c1)N1CCCC1,-2.0,-4,7,-3,-0.8,0.2,0.2,-1,-0.2,-4.0,-4.4
Cc1ccc(O)c(C(=O)c2cnc3onc(-c4ccc(F)cc4)c3c2)c1,-0.7,-8,7,-2,-0.5,0.3,0.0,-1,0.0,4.6,4.3
COc1ccc(NS(=O)(=O)c2cc(NC(=O)c3cnccn3)ccc2OC)cc1Br,-1.2,7,-10,-4,-0.6,0.6,-1.6,-4,0.1,-0.6,-0.6
O=C(CCN1CCC(c2cccs2)=N1)c1cccs1,-0.6,-15,2,-7,0.7,0.2,-0.5,2,.,7.4,2.2
Cc1ccc([C@H](C)NC(=O)C2=C(N)N(S(=O)(=O)c3ccc(C)cc3)C(C(=O)c3ccccc3)C2c2ccccc2Cl)cc1 (some centres undefined),-1.6,9,-5,-2,.,.,-1.8,.,.,-4.2,.
CC(=O)Nc1ccc(C(=O)OCCCOC(=O)c2ccc(NC(C)=O)cc2)cc1,-1.1,0,0,4,-0.4,-1.0,1.5,-2,1.2,1.8,0.8
CCOC(=O)N1CCN(C(=O)/C=C/c2ccc3c(c2)OCO3)CC1,-0.5,-50,3,-17,0.3,-1.4,-1.8,-1,0.2,-1.2,1.1
COc1ccc(S(=O)(=O)NCC(c2ccc3c(c2)OCO3)N2CCN(C)CC2)cc1OC (centres undefined),-0.7,1,0,1,0.2,-1.2,0.5,0,0.6,2.4,3.6
CC(C)(C)OC(=O)N/N=C/c1cn(-c2ccccc2)nc1-c1cccnc1,-1.5,-3,3,-1,-0.9,-1.0,-1.9,-1,0.5,-1.1,0.7
CN(c1ccc(Cl)cc1)c1cc(=O)n(C)c2ccccc12,-0.2,7,6,4,-0.7,0.8,-4.7,-6,0.2,-1.1,2.5
O=C(Nc1ccc(N2CCN(C(=O)c3ccccc3)CC2)cc1)c1cc([N+](=O)[O-])ccc1N1CCOCC1,-1.2,-3,-2,-1,-1.4,0.1,1.5,-2,0.1,0.0,-4.4
CCCC#Cc1ccc(CC[C@H]2O[C@H]3CC[C@@H](CO)O[C@H]3C[C@H]2NC(=O)CN2CCOCC2)cc1,-1.0,-3,7,3,-0.2,.,0.6,-1,.,-1.8,.
CCCCNC(=O)c1ccccc1NC(=O)c1ccc2c(c1)OCO2,-1.2,-6,-1,-1,-0.9,-0.7,-3.0,1,-1.4,-2.5,0.1
O=c1[nH]cnc2c1ncn2C1OCC(O)C(O)C1O (centres undefined),-0.8,-7,1,-2,0.5,0.2,-0.6,-4,2.1,1.1,-0.7
O=S(=O)(c1ccc(Cl)cc1)N1CCN(c2ccc(N3CCOCC3)nn2)CC1,-1.2,-41,-18,-16,-1.1,-0.7,0.9,1,1.7,-1.2,0.2
O=C(CSc1nc(O)cc(=O)[nH]1)C1CC1,-0.8,6,8,-5,-0.6,0.5,-1.6,1,1.3,-0.5,1.1
CCCCc1ccc(NC(=S)N2CCCC(C)C2)cc1 (centres undefined),-1.4,-3,4,-1,-0.1,-1.1,-1.2,0,0.8,-1.1,2.3
CN(C)c1ccc(/C=N/NC(=O)c2nnn(-c3nonc3N)c2COc2ccc(F)cc2)cc1,-1.6,-13,4,-5,-0.2,0.5,-0.7,-2,1.0,-0.5,0.1
CN1CCc2c(sc3c2C(=O)NC(/C=C/c2ccco2)N3)C1 (centres undefined),-0.7,-68,-4,-25,-0.2,-8.8,-0.1,-1,-0.7,-0.7,-1.0
Cc1nn(-c2ccccc2)c(OC(=O)c2cccs2)c1S(=O)(=O)c1ccc([N+](=O)[O-])cc1,-1.4,0,-3,7,-0.1,-0.1,-0.9,-4,-0.2,-0.3,0.6
CCCN1CCN(CCCNC(=O)Cn2nc(-c3ccc(Cl)cc3)ccc2=O)CC1,-0.5,-5,-4,-2,0.5,-3.4,-0.4,-2,1.7,-1.4,1.1
O=C(CNC(=O)C1CCCCC1)Nc1ccccc1Cl,-1.3,4,-1,-3,-0.6,-1.3,-2.5,-2,-0.2,-0.8,-0.4
Cc1ccn2cc(-c3cccc(NS(C)(=O)=O)c3)nc2c1,-0.1,-129,2,-37,2.0,-2.2,0.2,6,1.5,14*,5.7
COCc1c(Br)c(C)[nH]c(=O)c1C#N,-1.6,-262,-1,-92,0.3,2.8,2.8,-1,0.5,-1.5,-0.4
CC1(C(=O)NS(=O)(=O)c2ccc(C#N)cc2)CCN1C(=O)CC1CC1 (centres undefined),-1.6,-2,7,-1,1.3,-0.2,0.5,-5,.,0.6,1.9
Cc1ccc(NC(=O)CSC(C)C(=O)OCc2cc(=O)oc3cc(O)ccc23)cc1 (centres undefined),-0.3,i,-6,-351,0.6,-0.5,-1.4,-3,-0.1,0.9,0.6
O=C(CSc1nnc(Cc2cccs2)n1-c1ccccc1)NC1CCCCC1,-1.2,1,-8,0,-1.0,1.2,-1.1,-2,-0.2,0.4,0.1
N/C(=N\OC(=O)c1ccc(Br)o1)c1cccnc1,-1.8,0,2,-4,1.6,-0.5,0.9,4,1.4,14*,3.1
O=C1/C(=C/c2cccs2)CCc2ccccc21,0.3,-7,-5,-3,2.7,0.9,3.0,7,-0.3,9.5,3.9
C/C(=N/NC(=O)c1ccco1)c1cccnc1,-0.6,2,1,0,1.1,-2.1,3.7,8.3*,-0.2,9.3,5.4
CSc1nc2ccc(NC(=O)c3nn(C(C)C)c(=O)c4ccccc34)cc2s1,-0.1,-1,1,1,0.1,-2.4,2.2,2,1.1,4.8,3.4
CCCCN(C)C(=O)CCC(=O)NNc1nc2ccccc2c2nc(C)nn12,-1.3,-4,-4,4,-0.8,0.0,2.1,-3,-0.2,0.3,2.7
O=C(CSc1nc2ccccc2o1)NCc1ccc2c(c1)OCO2,-1.5,0,0,0,-0.8,-0.9,1.6,1,0.5,6.0,1.9
NC(=O)C1CCCN(C(=O)c2ccc3c(c2)NC(=O)CS3)C1 (centres undefined),-1.0,-4,5,-3,0.4,-1.1,0.5,1,0.9,-1.9,-1.5
Cc1cc(C(=O)COC(=O)CCC(=O)c2ccc3c(c2)OCCO3)c(C)n1Cc1ccco1,-1.6,-4,4,1,-0.5,0.1,-0.6,-5,2.4,-1.4,-1.3
CCOC(=O)c1cnc(-n2nc(C)cc2C)nc1Oc1ccccc1F,-1.2,4,-3,-4,-0.2,-1.5,0.7,-3,.,-0.9,2.0
COC(=O)[C@]12C[C@H](CC(=O)N3CCCCC3)C(=O)N(Cc3cccc4ccccc34)C1=C[C@H](COCc1ccccc1)O[C@@H]2C,-0.4,8,-2,5,-0.5,.,-3.0,-2,.,-2.3,.
CCCOc1ccc(C(=O)NCCC(=O)NCCCC(=O)OCC)cc1,-0.6,1,2,-5,-0.1,-3.4,-0.5,-3,1.4,1.8,-0.7
CNC(=O)/C(C#N)=C/c1c(N2CCN(c3ccc(OC)cc3)CC2)nc2c(C)cccn2c1=O,-1.8,-210,6,-67,-0.6,-3.0,-0.9,0,-1.1,-1.4,2.9
COc1cccc(SCc2noc(C(=O)NCCC(C)C)c2C(=O)NCCC(C)C)c1,-1.2,11,3,2,-0.1,0.6,0.6,2,-0.4,-0.5,0.5
O=[N+]([O-])c1ccc2c(c1)nc(CO)n2Cc1ccccc1,-1.6,1,-3,0,-0.2,0.1,-2.0,-2,0.0,-0.2,-0.5
Nc1cc(Cl)cc2c1-c1ccc(Cl)cc1C2O (centres undefined),0.1,0,-1,-1,0.8,1.4,1.1,0,-0.6,3.2,2.8
COc1ccc(CN2CCC(N3CCC(C(=O)N4CCOCC4)CC3)CC2)c(F)c1,-0.8,-6,0,-3,-0.3,-1.2,-1.7,-5,-0.4,1.1,0.9
O=C(Nc1ccc(F)cc1F)c1ccc2nc(N3CCOCC3)sc2c1,-1.2,-10,0,-4,0.1,5.8,-1.0,-5,-1.1,-1.5,2.9
Cc1cc(C)nc(SCC(=O)N2CCc3ccccc32)n1,-0.5,-13,6,-1,4.3*,1.2,0.2,1,0.9,4.3,3.9
CCC(C)[C@H](N)c1nnc(SCC(=O)Nc2ccc(C)cc2C)o1 (some centres undefined),-0.7,-1,2,-1,-0.2,0.1,4.8,-3,0.7,0.1,0.1
Cc1ncoc1C(=O)N1CCCC(CCC(=O)NCc2ccc(F)c(F)c2)C1 (centres undefined),0.3,4,-3,0,0.4,-1.1,0.6,-2,-0.6,0.6,1.4
O=S(=O)(Nc1ccccc1)c1ccc2c(c1)CCO2,-0.4,-6,-4,-1,-0.2,1.6,-0.5,0,.,-0.8,0.7
Cc1ccc(CSc2nnc(-c3ccncc3)n2CC2CCCO2)cc1 (centres undefined),-1.1,-5,-2,2,-0.2,-0.3,-0.6,5,-1.5,0.0,0.0
CN1CCN(C(=O)/C(=C/c2ccccc2)c2ccccc2)CC1,-1.5,4,0,8.7*,0.1,-4.9,-1.3,-4,0.7,-1.4,2.1
COc1ccc(NC(=O)CSc2ncnc3[nH]ncc23)cc1,-1.8,1,2,-1,-1.8,-1.2,-1.7,4,-1.0,-1.1,0.4
